ELG1 DNA repair = qHTS screen for small molecules that inhibit ELG1-dependent DNA repair in human embryonic kidney (HEK293T) cells expressing luciferase-tagged ELG1; Potency, µM (series often up to 46.1 µM), for inactives: at the top dose activity change, negative = inhibition, usual class: inhibitors; AID 504467, 2011; 330,000 tested, 2.3% active; HEK293T ELG1-luciferase reporter, luminescence, 16 h; DNA damage induced by 5-fluorouridine; further: potency means the concentration at half of the fitted maximal effect; on the % scale 0 is the no-effect control and ±100 the full control effect; nearly all actives have a fitted effect of over 55% in size
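5-Fluorouridine DNA damage + compound/DMSO, 2,000 cells/well, 16 h, 37 °C/5% CO2. ONE-Glo, 30 min RT, luminescence. Readout = decrease in reporter signal.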
TRPV1 ag = HTS Assay for Compounds that Act as Agonists of the Vanilloid Receptor 1; activation, % at 8.33 µM; TRPV1-expressing cells, Fluo-8 calcium influx, agonist mode; Transient receptor potential cation channel subfamily V member 1 (Homo sapiens), Q8NER1; 320,000 tested, 0.19% active; in the data active means activation above about 80%; inconclusive means between about 30% and that limit; further: 0% is about no effect
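TRPV1-expressing cells were cultured overnight at 35.5C and loaded with Fluo-8 calcium dye for 40 to 90 min at room temperature. After a 10 s baseline, compound was added and calcium influx was read kinetically for 3 min (ex 480/em 520 nm).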
A-T KAP1 phos = qHTS Assay for Identifying a Potential Treatment of Ataxia-Telangiectasia. […] A-T fibroblasts, KAP-1 phosphorylation AlphaLISA; neocarzinostatin DNA damage 30 min before lysis. 320,000 tested, 0.19% active. Potency, µM (series often up to 57.5 µM), for the others: at the highest dose activation, most hits filed as activators; further: potency means the concentration at half of the fitted maximal effect; % of control where 0% means no effect; nearly all actives have a fitted effect of over 45% in size
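hTERT-immortalized A-T patient fibroblasts ([…]), 500 cells/well in OPTI-MEM, 1% FBS, got compounds for 60 min, then NCS for 30 min at 37C. Lysates were then assayed for phospho-KAP-1 by AlphaLISA (anti-pKAP1 donor, anti-KAP1 acceptor beads), 6 hr at 25C.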
Eya2 inh = qHTS Assay for Inhibitors of the Phosphatase Activity of Eya2; AID 488837, 2010; Protein phosphatase EYA2 (Homo sapiens), O00167; recombinant Eya2, OMFP fluorescence dephosphorylation (OMFP is methylfluorescein phosphate); Potency, µM (highest dose often 76.9 µM), inactives show at the top dose activity, negative = inhibition, actives largely listed as inhibitors; 330,000 tested, 0.006% active; further: potency means the concentration at half of the fitted maximal effect; on the % scale 0 is the no-effect control and ±100 the full control effect
Target sequence (O00167 whole entry, looked up): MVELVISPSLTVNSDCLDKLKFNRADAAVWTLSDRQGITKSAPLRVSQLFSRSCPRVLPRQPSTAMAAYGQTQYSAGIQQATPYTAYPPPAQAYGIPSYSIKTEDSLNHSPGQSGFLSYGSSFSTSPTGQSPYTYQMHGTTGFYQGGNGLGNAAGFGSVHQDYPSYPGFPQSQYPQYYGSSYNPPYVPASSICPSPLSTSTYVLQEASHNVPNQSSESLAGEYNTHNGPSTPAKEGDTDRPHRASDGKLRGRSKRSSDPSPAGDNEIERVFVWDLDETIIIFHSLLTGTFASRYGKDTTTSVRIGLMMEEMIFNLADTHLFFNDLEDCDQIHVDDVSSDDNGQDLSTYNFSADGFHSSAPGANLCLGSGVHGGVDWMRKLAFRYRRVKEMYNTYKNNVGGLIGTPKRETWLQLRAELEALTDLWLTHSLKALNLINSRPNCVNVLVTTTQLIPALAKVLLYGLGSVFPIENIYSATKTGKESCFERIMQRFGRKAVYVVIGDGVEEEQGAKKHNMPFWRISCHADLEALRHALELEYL
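Eya2 (0.2 uM) preincubated 10 min at ambient with compound, then OMFP substrate added at 50 uM; 10 min reaction in 50 mM HEPES pH 7.5, 50 mM NaCl, 5 uM MgCl2, 0.05% BSA, 1 mM DTT. Fluorescence read at Ex 485/Em 525 nm.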
Mito fusion act = qHTS Assay for Small Molecule Inhibitors of Mitochondrial Division or Activators of Mitochondrial Fusion; S. cerevisiae fusion-defective mutant growth rescue, CellTiterGlo 48 h; 320,000 tested, 0.23% active; AID 485298, 2010; Potency, µM (series often up to 46.1 µM), without a hit: top-dose growth rescue (activation), usual class: activators;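 further: potency means the concentration at half of the fitted maximal effect; % of control where 0% means no effect; nearly all actives have a fitted effect of over 45% in size; temperature-sensitive fusion mutants such as fzo1-1 at 37 °C on non-fermentable ethanol glycerol medium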
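Yeast fusion mutant, YPEG (non-fermentable carbon), compound, 48 h at 37C non-permissive; CellTiterGlo added, 10 min RT, luminescence read. Rescued growth = division inhibition.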
KCNH2 3.1 block = qHTS for Inhibitors of KCHN2 3.1: Mutant qHTS; Potassium voltage-gated channel subfamily H member 2, brain isoform KCNH2 3.1 (human); U2OS KCNH2 3.1, thallium flux FluxOr; hits give low values; activity change, % (tested at about 1.8 µM); 340,000 tested, 0.95% active;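 active means maximum activity change below -70%; inconclusive means maximum activity change from -70% to -50%; inactive means maximum activity change above -50%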;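 further: thallium influx rate constant from kinetic fluorescence after stimulation buffer; on the % scale 0 is the no-effect control and ±100 the full control effect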
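Thallium flux via FluxOr fluorescence (Red40 quencher, 45 min loading) in U2OS cells virally expressing the KCNH2 3.1 isoform (1.77 x 10^8 /mL virus, overnight at 37 C). Rate constants from 2-min kinetic reads post-stimulation, normalised to positive and negative controls.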
TCR activator = Activators of T cell receptors: qHTS campaign; primary human leukocytes, anti-CD3, IL-2 HTRF, 48 h; Potency, µM (top dose mostly 9.22 µM), without a hit: at the highest dose activation of IL-2 secretion, most hits filed as activators; 330,000 tested, under 10 active; further: % of control where 0% means no effect
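Using a-CD3 beads without co-stimulation, primary human leukocytes were exposed to compounds for 48 hr. An HTRF IL-2 kit measured the cytokine, with europium-to-d2 energy transfer producing emission at 665nm upon 320nm excitation.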
USP2a inh = qHTS Assay for Inhibitors of Ubiquitin-specific Protease USP2a Using CHOP2 as the Reporter | 330,000 tested, 0.01% active | AID 463254, 2010 | USP2 core, Ub-CHOP2 coupled fluorogenic reporter, 485/531 | Potency, µM (highest dose often 38.3 µM), inactives show at the highest dose activity change, negative = inhibition, most hits filed as inhibitors | Ubiquitin carboxyl-terminal hydrolase 2 (Homo sapiens), O75604;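 further: potency means the concentration at half of the fitted maximal effect; plate controls were DMSO wells for no effect and full inhibition by NEM control for full effect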
Target sequence (O75604 whole entry, looked up): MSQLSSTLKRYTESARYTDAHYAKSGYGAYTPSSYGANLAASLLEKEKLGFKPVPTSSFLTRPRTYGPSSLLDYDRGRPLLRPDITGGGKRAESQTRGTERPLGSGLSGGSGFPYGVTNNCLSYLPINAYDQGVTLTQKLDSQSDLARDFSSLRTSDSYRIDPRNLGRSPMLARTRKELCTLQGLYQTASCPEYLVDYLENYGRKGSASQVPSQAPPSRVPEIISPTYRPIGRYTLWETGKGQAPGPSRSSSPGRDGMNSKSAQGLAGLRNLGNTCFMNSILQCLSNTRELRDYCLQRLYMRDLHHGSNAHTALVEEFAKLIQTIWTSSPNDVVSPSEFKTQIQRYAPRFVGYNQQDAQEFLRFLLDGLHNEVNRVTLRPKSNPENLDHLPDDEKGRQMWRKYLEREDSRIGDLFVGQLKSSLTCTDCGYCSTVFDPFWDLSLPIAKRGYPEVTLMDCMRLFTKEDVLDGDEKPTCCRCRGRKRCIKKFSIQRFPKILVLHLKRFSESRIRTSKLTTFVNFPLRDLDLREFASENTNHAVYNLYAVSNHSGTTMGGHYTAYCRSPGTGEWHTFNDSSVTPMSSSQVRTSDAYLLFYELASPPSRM
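Cell-free coupled assay: 10nM USP2 core preincubated 30min RT with compound in Tris-HCl pH 8.0/CaCl2/CHAPS buffer, then 25nM Ub-CHOP2 and 25nM reporter substrate; fluorescence (Ex 485/Em 531) read after 60min RT, normalized to NEM inhibition, concentration-response curves fitted.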
TSHR antagonist = Antagonists of the Thyroid Stimulating Hormone Receptor: HTS campaign; activity change, negative = inhibition, % at 11.5 µM; 330,000 tested, 0.2% active; TSHR-expressing cells, TSH-stimulated cAMP HTRF, 2 h; hits give low values; Thyrotropin receptor (Homo sapiens), P16473;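 active means activity change below a set negative limit, meaning inhibition stronger than a set level, cut at about -70% in these data; inconclusive means activity change between two set negative limits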; further: on the % scale 0 is the no-effect control and ±100 the full control effect
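Inhibition of cAMP made by TSHR-expressing cells under TSH stimulation (4nM final, EC80; 2 h, 37 deg C) is quantified with a one-step lysis HTRF kit, anti-cAMP cryptate versus cAMP-d2.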
hERG WT inh = qHTS for Inhibitors of KCHN2 3.1: Wildtype qHTS; U2OS, BacMam KCNH2, thallium flux FluxOr; hits give low values; activity change, % at 1.84 µM; 340,000 tested, 0.37% active;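 active means maximum activity change below -70%; inconclusive means maximum activity change between -70% and -50%; inactive means maximum activity change above -50%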; further: on the % scale 0 is the no-effect control and ±100 the full control effect
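U2OS cells were transduced with wild-type KCNH2 virus (2.03 x 10^8 / mL) for 4 h at room temperature, then cultured overnight at 37 C. Thallium flux was read with FluxOr dye. Rate constants were normalized to DMSO controls.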
An asterisk follows results filed as active; ? = inconclusive; nt = not tested or not shown; [ ] = another dose, or the depositor's remark. Unless noted, the call rests on the fitted dose curve; in most records, active means well fitted curve in the direction sought with a large enough effect; inconclusive means small, poorly fitted or top-dose-only effect, or another doubt; inactive means no such curve, though single readings can be large; an effect the other way counts as inactive or inconclusive.

molecule	hERG WT inh	ELG1 DNA repair	KCNH2 3.1 block	TSHR antagonist	A-T KAP1 phos	Mito fusion act	USP2a inh	TCR activator	TRPV1 ag	Eya2 inh
COc1ccccc1-c1nnc2n1N=C(c1ccc(OC(F)F)c(OCC3CC3)c1)CS2	nt	9%	nt	32	0%	nt	2%	-1%	nt	9%
O=S1(=O)c2ccccc2N=NN1Cc1ccc(Cl)cc1	-3	2%	-3	12	-3%	0%	5%	1%	-1	-8%
Cc1ccc(Sc2c(CO)c(-c3ccccc3)nn2C)cc1	0	?	8	2	-1%	1%	-5%	9%	11	-4%
COc1ccc(C(=O)NC(C)c2ccc(-n3ccnc3)cc2)cc1S(=O)(=O)N1CCOCC1 (centres undefined)	13	18%	3	5	-4%	11%	0%	0%	-1	-1%
CCOC(=O)C1=C(COC(=O)COc2ccc(C(=O)CC)cc2)NC(=O)NC1C (centres undefined)	-11	0%	13	-2	1%	-4%	1%	0%	2	-2%
O=C(O)c1cccc(Nc2ccc([N+](=O)[O-])cn2)c1	4	4%	-10	5	-2%	0%	-1%	11%	3	2%
COc1ccc(/C=N/n2c(=O)[nH]c3c([nH]c4ccc(F)cc43)c2=O)cc1CN1CCCCC1	-3	?	1	-5	0%	-2%	5%	5%	1	6%
CCOC(=O)c1ccc(NC(=S)N(CCCN2CCCCCC2)Cc2ccco2)cc1	37	-6%	-22	-3	-3%	-3%	2%	-1%[46.1 µM]	1	-2%
CC(CCN1CCN(c2ccccn2)CC1)c1ccccc1 (centres undefined)	21	-1%	-10	-4	4%	4%	-3%	3%	11	?
CCc1ccc(C(=O)OCC(=O)NCCNC(=O)COC(=O)c2ccc(CC)cc2)cc1	-7	10%	-8	-7	3%	0%	-1%	-9%	-2	0%
O=C(C1CCCN(S(=O)(=O)c2cnc[nH]2)C1)N1CCN(Cc2ccccc2)CC1 (centres undefined)	-6	-5%	-4	4	2%	2%	3%	0%	-1	1%
Cc1nn(-c2ccccc2)c(C)c1/C=C1\C(=O)N(C)C(=S)N1C	4	?	0	-1	-17%	14%	2%	1%	27	2%
Cc1cc(Cl)c(S(=O)(=O)NC2CCCC2)cc1OCC(=O)NC1CCCCC1	2	9.2µM*	-12	-26	-6%	-1%	1%	-4%	16	6%
COc1ccccc1/C=C/C=C(\C#N)C(=O)NC(C)c1ccccc1 (centres undefined)	6	-17%	?	-6	-9%	11%	3%	-7%	?	-1%
COCC1CCN(Cc2cn[nH]c2-c2ccc(OC)cc2F)C1 (centres undefined)	15	-4%	-32	-24	8%	8%	-1%	8%	3	-6%
O=c1cc(-c2ccc(C3CCCCC3)cc2)[nH][nH]1	0	27%	-1	3	5%	2%	-14%	-3%	3	-5%
N#Cc1ccc(-c2csc(NNC(=O)c3ccc(Br)cc3)n2)cc1	-10	?	nt	-16	-7%	-8%	-7%	-3%	-1	7%
Cc1ccc(C)n1NC(=O)c1ccccc1	0	1%	2	-4	10%	2%	1%	5%	2	-11%
COc1ccccc1OC1=NS(=O)(=O)c2ccccc21	1	-1%	3	3	3%	-15%	3%	-5%	-3	17%
Cc1csc(SC(C)C(=O)NC2CCCCC2C)n1 (centres undefined)	-2	0%	5	-9	-10%	8%	1%	9%	3	3%
Cc1onc(-c2ccccc2Cl)c1C(=O)Nc1ccc(-n2nncc2C(C)(C)C)cc1	-11	-12%	-4	-2	-6%	4%	1%	nt	-2	11%
O=C(c1ccco1)N1CCN(c2ccc([N+](=O)[O-])cc2Cl)CC1	24	?	-6	-2	8%	-3%	8%	4%	?	2%
CCN(CC(=O)Nc1cccc(OC)c1)C(=O)C1CCN(C(=O)Nc2ccccc2)CC1	1	13%	-3	-1	-8%	1%	2%	0%	8	9%[15.4 µM]
COc1ccc(CNC(=O)c2ccc(CS(=O)(=O)c3ccccc3C)o2)cc1	-6	-1%	4	-16	4%	-1%	1%	5%	16	4%

Some of these compounds in order of formula weight, high to low:
molecule	hERG WT inh	ELG1 DNA repair	KCNH2 3.1 block	TSHR antagonist	A-T KAP1 phos	Mito fusion act	USP2a inh	TCR activator	TRPV1 ag	Eya2 inh
Cc1onc(-c2ccccc2Cl)c1C(=O)Nc1ccc(-n2nncc2C(C)(C)C)cc1	-11	-12%	-4	-2	-6%	4%	1%	nt	-2	11%
COc1ccc(CNC(=O)c2ccc(CS(=O)(=O)c3ccccc3C)o2)cc1	-6	-1%	4	-16	4%	-1%	1%	5%	16	4%
Cc1ccc(C)n1NC(=O)c1ccccc1	0	1%	2	-4	10%	2%	1%	5%	2	-11%

(cont.)
molecule	hERG WT inh	ELG1 DNA repair	KCNH2 3.1 block	TSHR antagonist	A-T KAP1 phos	Mito fusion act	USP2a inh	TCR activator	TRPV1 ag	Eya2 inh
O=C(COC(=O)/C=C/c1ccco1)Nc1ccc(F)cc1Cl	14	5%	6	-2	-3%	-3%	2%	nt	2	0%
Cc1sc(NC(=O)c2ccc3ncsc3c2)c(C(N)=O)c1C	2	?	2	-4	-1%	6%	-1%	2%	16	-3%
CCOC(=O)N1CCN(C(=O)CCCn2nnnc2CN2CCC(C)CC2)CC1	0	7%	3	16	-3%	-14%	3%	-1%	1	-6%
CNC(=O)CSc1nc2c([nH]c3ccccc32)c(=O)n1CCOC	4	?	4	12	2%	9%	1%	-2%	1	8%
COc1cccc(NC(=S)N(CCc2c(C)[nH]c3ccc(C)cc23)Cc2cccs2)c1	15	?	-6	58	11%	13%	-10%	1%	0	-16%
COc1ccc(OC(C)c2nnc(N)s2)cc1 (centres undefined)	13	-9%	2	18	6%[11.5 µM]	-3%	-2%	6%	0	-6%
CC(C)C[C@H](NC(=O)N1CC(=O)Nc2ccccc21)C(=O)N[C@H](C(=O)O)c1ccccc1	-2	-21%	5	0	-4%	4%	0%	2%	-1	-1%
Cc1cccc(OCCNC(=O)c2cncc(Br)c2)c1	nt	-6%	2	-2	1%	-5%	4%	1%[46.1 µM]	7	4%
CCn1c(=O)c2cc(C(=O)N(C)c3ccccc3F)sc2c2ccccc21	3	?	22	-11	6%	22%	17%	4%	nt	-21%
COCCCNc1oc(COc2ccc(Cl)cc2Cl)nc1C#N	0	?	-1	-2	6%	6%	-11%	-6%	nt	-8%
Cn1c(SCC(=O)N/N=C/c2cc([N+](=O)[O-])ccc2O)nnc1-c1ccccc1	-9	9.2µM*	-6	-3	0%	-3%	1%	-34%	-2	-18%
CC1CCN(C(=O)CCCN2C(=O)c3cccnc3Oc3ccc(Cl)cc32)CC1	31	13%	-8	-25	8%	?	-1%	-19%	1	-1%
Cc1[nH]c2ccccc2c1CCNS(=O)(=O)c1ccc(S(N)(=O)=O)cc1	-4	10%	-5	6	-9%	0%	-4%	14%	3	-9%
O=C(COc1ccc(S(=O)(=O)NC2CCCCC2)cc1)NCC1CCCO1 (centres undefined)	8	2%	4	-4	5%	-4%	0%	1%	-2	-16%
O=C(Nc1ccc(Cl)cc1)C(Cl)C(=O)c1ccccc1 (centres undefined)	8	?	36	33	?	0%	2%	14%	16	-7%
CC(=O)Nc1nc(N2C(=O)c3ccccc3C2=O)n(-c2ccccc2)n1	2	4%	3	27	16%	1%	-1%	-8%	-2	8%
C=CCNC(=O)c1cc(-c2ccc3c(c2)OCO3)on1	-2	?	14	-1	3%	-4%	0%	0%	24	4%
Cc1c(C(=O)Nc2ccc(S(=O)(=O)N(C)C3CCN(C)CC3)cc2)oc2ccccc12	28	20%	0	-2	2%	-9%	-4%	1%	3	-23%
O=[N+]([O-])c1ccccc1/C=C/C=N/n1c(-c2ccccc2F)n[nH]c1=S	5	0%	-3	-3	25µM*	-5%	0%	1%	23	7%
O=C(O)c1ccc2c(c1)C(=O)N([C@H](Cc1ccc(C(F)(F)F)cc1)C(=O)O)C2=O	nt	nt	nt	0	11%	-8%	2%	nt	nt	0%
COc1ncnc2c1N=C1CC(C)(C)CC(N)=C1S2	3	-4%	14	-7	-3%	-1%	13%	0%	9	4%
O=C(NCCc1cnc[nH]1)c1ccc(-c2ccccc2)cc1	nt	?	13	4	3%	-15%	4%	-1%	?	0%
COc1ccc(CCNC(=O)CSc2nnc(C(C)N(C)C)n2Cc2ccccc2)cc1OC (centres undefined)	-30	5%	-71*	-5	-1%	-7%	0%	1%	1	11%

These rows are one share of the data; the hit share may differ from the screen's.
